HIF activator – HIF pathway transcriptional activation; AID 1910; U2OS HRE-luciferase reporter, luminescence; normalized: DMSO 0%, desferrioxamine 100%; actives 0.32% (n = 300,000); activation, % at 7.5 µM (by protocol);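 active = mean activation of at least 10% of the iron chelator positive control signal, with at least half of replicates also reaching 10%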
AI-2 QS modul – modulates the Vibrio harveyi AI-2 quorum sensing system; activity change, % at 7.5 µM; AID 2094; actives 0.4% (n = 300,000); Vibrio harveyi JMH597 AI-2 luminescence/OD600 ratio, 9 h; hits give low values; strain lacks LuxN and CqsS sensors; 0 = neutral-control median; in the data active = activity change below about -75%, passing the limit was not always enough;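 note: luminescence divided by OD600 gain over 9 h not by final OD600 alone; inactives centre near 13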
HDAC3 inh – blocks human histone deacetylase 3 | O15379 | recombinant HDAC3, fluorogenic peptide/trypsin coupled, fluorescence | inhibition, % at 8.3 µM | actives 0.15% (n = 320,000) | AID 2718; in the data active = inhibition above about 26%, passing the limit was not always enough
Target sequence (O15379 whole entry, looked up): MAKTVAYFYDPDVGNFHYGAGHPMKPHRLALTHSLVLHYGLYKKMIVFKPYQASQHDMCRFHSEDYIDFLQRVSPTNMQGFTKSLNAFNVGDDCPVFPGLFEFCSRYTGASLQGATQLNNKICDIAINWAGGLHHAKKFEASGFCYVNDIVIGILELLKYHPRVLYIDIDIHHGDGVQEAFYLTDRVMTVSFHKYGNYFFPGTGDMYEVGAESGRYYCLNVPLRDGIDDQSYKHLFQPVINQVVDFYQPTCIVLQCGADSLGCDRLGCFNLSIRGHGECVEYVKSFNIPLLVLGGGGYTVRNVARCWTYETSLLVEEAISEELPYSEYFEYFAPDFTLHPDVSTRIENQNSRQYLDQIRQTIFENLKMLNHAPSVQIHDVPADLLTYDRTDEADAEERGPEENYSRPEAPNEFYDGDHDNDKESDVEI
KLF5 inh – suppresses KLF5 promoter-driven expression | actives 0.23% (n = 290,000) | inhibition, % at 5 µM | DLD-1 KLF5 promoter-luciferase reporter, luminescence | AID 1700;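 active = inhibition above a per-plate limit of that plate's mean compound inhibition plus 3 SD, cut at about 60% in these data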;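 note: 0% = DMSO wells and 100% = LY294002 at 200 µM; higher means less KLF5 promoter-driven luciferase light; inactives centre near -14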
aSyn 5UTR inh – 5' untranslated region of α-synuclein, MLPCN primary screen; alpha-synuclein 5'UTR reporter, inhibitor activity; actives 0.82% (n = 300,000); inhibition, % (tested at 7.5 µM); in the data active = inhibition above about 60%;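 note: H4 neuroglioblastoma cells stably carrying SNCA 5'UTR luciferase fusion; 0% = DMSO wells and 100% = positive control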
HSF1 inh – HSF1 inhibition; NIH3T3-HGL HSE-luciferase, MG132-induced, luminescence 8 h; hits give low values; activity change, negative = inhibition, % at 7.5 µM (by protocol); actives 0.77% (n = 300,000); AID 2098;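 active = more than half of replicate wells show activity change below -50%, luminescence cut by over half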;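 note: luciferase reports HSF-1 transcriptional activity via heat shock element; 0% = median of DMSO wells and -100% = zero luminescence signal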
Platelet DG rel – platelet dense granule release activity | actives 0.22% (n = 300,000) | inhibition, %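 (compounds screened at 7.5 µM in platelet-rich plasma)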 | AID 1663 | human platelet-rich plasma, SFLLRN dense granule ATP release, luminescence;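 active = mean replicate score, as percent of positive control, at or above 50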
HSP90 inh – HSP90 refolding inhibition in rabbit reticulocyte lysate | inhibition, % at 5.6 µM | actives 0.91% (n = 290,000) | luciferase refolding luminescence, 3 h | AID 1789;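 active = inhibition above the screen-wide mean plus 3 SD, computed separately per campaign, cut at about 16% in these data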;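 note: 0% = DMSO wells and 100% = 60 µM geldanamycin wells; inhibitors lower the luminescence because luciferase stays unfolded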
HSF-1 act – increases HSF-1 driven luciferase reporter signal; NIH3T3-HGL HSF-1 luciferase reporter, MG132, 8 h; 100% = twice DMSO control signal; activation, % at 9 µM; actives 1.7% (n = 300,000); AID 504408;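 active = mean replicate activation of at least 50% with a set share of replicates each reaching 50%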;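 note: 0% = median of the neutral control wells and 100% = twice that signal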
IEC-6 tox – IEC-6 cytotoxicity, counter-screen for KLF5 inhibitors. luminescence viability. inhibition, % at 5 µM. actives 0.78% (n = 290,000); in the data active = inhibition above about 22%;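 note: 0% = plate median of test compound wells and 100% = cytotoxic reference compound wells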
Numbers without * were called inactive; x = not tested or not shown.

Molecule,KLF5 inh,aSyn 5UTR inh,HSF-1 act,AI-2 QS modul,IEC-6 tox,HSF1 inh,HIF activator,Platelet DG rel,HDAC3 inh,HSP90 inh
O=C(CCc1ccccc1)NCC(=O)N/N=C/c1ccc2c(c1)OCO2,-14,-11,-4,8,3,-2,-0.4,5,1,3
CSc1ccccc1NC(=O)NCCCl,-2,10,5,19,7,-4,-0.2,1,-4,-2
CCCCNC(=NCc1cccc(C(F)(F)F)c1)Nc1ccccc1,-32,-5,0,14,-4,-1,-0.5,0,-2,0
CCn1c(=NC(=O)COc2ccccc2)sc2cccc(F)c21,-37,-18,6,12,2,11,0.2,-2,0,3
COc1ccc(N(C)C(=O)c2onc3c2CCCC3)cc1,12,4,x,2,1,x,x,-1,0,2
O=C(Nc1cccc(C(=O)O)c1)/C(=C\c1ccccc1Cl)NC(=O)c1ccco1,-18,-43,-23,6,-2,-15,1.1,-4,-2,4
O=C(C1CCN(Cc2ccccc2)CC1)N1CCN(C/C=C/c2ccccc2)CC1,-14,1,2,0,-3,1,-4.9,3,2,2
C=CC[N+]1(CC=C)CCOCC1,-8,26,-10,10,-7,-14,-0.2,-1,-2,2
CN(Cc1cn(-c2ccccc2)nc1-c1ccc(F)cc1)C(=O)CCC(=O)O,-19,12,18,22,-4,-1,-0.2,0,-3,2
O=C(O)c1cccc2c1C(=O)N(C1CCCCC1)C2,4,-9,13,19,5,-7,0.1,-1,2,2
COc1ccc2[nH]cc(/C=C/C(=O)c3ccccc3)c2c1,-122,-245,113*,45,2,63,3.7,16,1,-2
CS(=O)(=O)Nc1ccc(S(=O)(=O)NC2CCCCC2)cc1,0,-6,-6,15,-7,-2,-0.2,0,-4,0
O=C(CCCOc1ccc(Cl)cc1)NCC1CCCO1 (centres undefined),-23,-13,-47,13,1,-32,-0.1,7,4,-4
CCn1cc(CNC(=O)/C=C/c2cnn(C)c2)c(C)n1,-34,-22,-1,9,5,3,2.1,7,-1,-3
CCOc1ccc(OCC)c(NC(=O)Nc2ccc3c(c2)N(C)C(=O)CS3)c1,2,-6,2,20,12,3,x,5,-3,4
CC(C)C[C@@H](COc1ccccc1)N1CCN(CC(C)C)CCC1=O,-12,-26,11,19,10,-1,0.9,1,2,-4
O=C(O)c1cccc(NS(=O)(=O)c2ccc(-c3ccc(S(=O)(=O)Nc4cccc(C(=O)O)c4)cc3)cc2)c1,9,6,-7,13,1,-17,0.2,-4,3,-2
COC(=O)c1ccc(NC(CC(C)C)C(=O)OC)c([N+](=O)[O-])c1 (centres undefined),1,-4,3,6,1,0,0.0,15,1,0
COc1ccccc1/C=N/NC(=O)c1nnn(-c2nonc2N)c1CSC1=NCCS1,-4,-9,-6,3,-2,1,-1.1,-1,9,1
Nc1cc(Cl)ccc1C(=O)OCC(=O)N1CCCC1,-46,-69,20,22,-7,-3,0.7,-1,-25,1
Cc1cc(C)n(CCc2nc3c4ccccc4n(CC#N)c(=O)n3n2)n1,-23,-5,-8,15,-6,0,0.0,3,-4,1
CN(Cc1cccnc1)Cc1c(C(=O)N2CCc3ccccc3C2)nc2ccc(Cl)cn12,-11,-28,-17,16,-3,-8,0.3,-3,0,1
CCOC(=O)Cc1csc(NC(=O)CC(C)(C)C)n1,-21,-43,30,-3,0,5,1.0,13,-7,-2
O=c1c(-c2ccccc2)c(O)c2c(n1-c1ccccc1)CCCC2,4,-18,33,19,-4,5,0.3,1,0,-2
CC(NC(=O)C1CCC(CNS(=O)(=O)c2ccc3c(c2)C(C)(C)C(=O)N3C)CC1)c1ccccc1 (centres undefined),8,41,-4,7,-6,-3,-0.9,-2,-7,-5
CCOC(=O)CC1(C)OCC(C[N+]2(C)CCCCC2)O1 (centres undefined),-41,13,0,-1,5,-2,0.1,-4,-4,4
COC(=O)CC1(c2ccc(OC)cc2)C(=O)c2ccccc2C1=O,-6,-7,-15,17,0,-15,0.1,4,0,-3
COc1ccccc1CN(C(=O)CNC(=O)c1ccco1)C(C(=O)NCC1CCCO1)c1ccccc1 (centres undefined),-43,9,-8,17,-3,-7,1.1,-2,-4,-4
Cc1ccc(N(CC(=O)NCCSCc2ccco2)S(=O)(=O)c2ccc(C)cc2)cc1,-8,1,28,5,4,7,-0.1,-1,3,2
CCOC(=O)C(O)C1CCc2c([nH]c3ccc(C)cc23)C1=O (centres undefined),-57,-27,28,-10,3,8,1.3,-16,0,-1
O=C(CSc1ccc2nnc(-c3cccnc3)n2n1)Nc1ccccc1,-12,3,-16,8,2,-1,-0.1,-1,6,1
Cc1[nH]c2ccccc2c1C(c1ccncc1)N1CCN(c2ccccc2F)CC1 (centres undefined),8,-3,-5,16,5,-2,0.1,-3,15,5
CCc1noc(C)c1C(=O)Nc1ccc(C)c(S(=O)(=O)N2CCCCCC2)c1,x,3,8,12,x,11,-0.7,4,5,x
COc1ccc(-c2csc3nc(C)nc(N4CCN(C(C)=O)CC4)c23)cc1OC,8,10,x,-4,2,x,0.5,-5,6,1
O=C(CCN1C(=O)c2ccccc2C1=O)NC(=S)Nc1ccccc1,-20,-7,-9,-42,-2,9,0.1,-1,-1,1
CCc1nccn1CCC(=O)NC1CC(C)(C)Cc2c1cnn2-c1ccc(C)cc1 (centres undefined),-9,14,-1,-3,8,-1,0.9,11,-2,-2
COc1ccc2[nH]c(C(=O)Nc3ccccc3Cl)cc2c1,0,-132,37,-1,12,15,6.0,1,2,2
c1ccc(SCCOCCN2CCOCC2)cc1,-32,-24,64*,5,-2,25,-17,-8,-3,-6
O=C(NC(=S)Nc1ccc(Br)cn1)c1cccs1,-20,-172,8,1,4,22,1.4,17,-8,-1
Cc1ccc(-c2noc(CCC(=O)N3CCCc4ccccc43)n2)cc1,-29,6,-11,10,0,-1,0.4,2,3,1
O=C(Nc1cccc(F)c1)c1ccc2ncsc2c1,-118,-204,-2,7,6,6,4.6,1,0,5
CCOc1ccccc1OCC(=O)Nc1ccccc1C(=O)NC1CC1,x,12,-12,18,x,5,0.7,-1,-8,x
OCCN(CC(O)COc1ccccc1)CC(O)Cn1ccc2ccccc21 (centres undefined),9,-13,22,8,-4,10,-0.1,-4,1,-5
CCC(C)NS(=O)(=O)c1cc2c3c(c1)CCC(=O)N3CCC2 (centres undefined),-20,9,-1,15,10,-11,-0.2,2,-2,2
Cc1cc(NC(=O)c2ccccc2)n(-c2nc3ccccc3[nH]2)n1,0,14,6,1,-3,-1,24*,-5,-3,2
COc1ccc(C(=O)NNC(=O)C(=O)Nc2cccc3ccccc23)cc1,-14,-3,-13,26,-5,-2,-0.4,18,2,-5
O=C(Nc1ccc(Cl)c(S(=O)(=O)N2CCOCC2)c1)c1ccc2c(c1)OCCO2,-31,-65,12,7,1,5,1.2,-13,18,2
CCN1C(=O)CC(N2CCC(Cc3ccccc3)CC2)C1=O (centres undefined),8,13,39,6,-6,17,0.4,-2,0,-4

An excerpt from above, showing only Platelet DG rel and aSyn 5UTR inh:
| Compound | Platelet DG rel | aSyn 5UTR inh |
| --- | --- | --- |
| CCC(C)NS(=O)(=O)c1cc2c3c(c1)CCC(=O)N3CCC2 (centres undefined) | 2 | 9 |
| Cc1cc(NC(=O)c2ccccc2)n(-c2nc3ccccc3[nH]2)n1 | -5 | 14 |
| COc1ccc(C(=O)NNC(=O)C(=O)Nc2cccc3ccccc23)cc1 | 18 | -3 |
| O=C(Nc1ccc(Cl)c(S(=O)(=O)N2CCOCC2)c1)c1ccc2c(c1)OCCO2 | -13 | -65 |

Carrying on:
Molecule,KLF5 inh,aSyn 5UTR inh,HSF-1 act,AI-2 QS modul,IEC-6 tox,HSF1 inh,HIF activator,Platelet DG rel,HDAC3 inh,HSP90 inh
O=C(CSc1nnnn1-c1ccccc1)c1cc2ccccc2oc1=O,-8,-2,-20,28,-6,2,-0.3,14,-3,0
O=C(NC1CC1)C1=C[C@@H](c2ccc(Br)cc2)C[C@@H](OCCCCO)O1,-11,-16,12,26,-9,-2,-14,-11,-1,-2
O=C(COC(=O)c1ccc(Cl)nc1)Nc1cccnc1Cl,x,-5,0,x,x,-6,0.1,-5,6,x
O=C(Nc1ccc(NC(=O)C2CC2)nc1)c1ccco1,-46,-121,1,-63,0,0,0.9,2,2,-2
N#Cc1ccc(CSc2nnc(-c3ccccn3)n2-c2ccccc2)cc1,-15,13,25,16,-2,8,-0.2,6,4,-3
Cc1cc(C)cc(NC(=O)CSCc2cnn(-c3ccccc3)c2-n2cccc2)c1,-3,-15,-4,12,-9,-3,-0.3,1,4,-6
CCOC(=O)Cc1c(Sc2ccccc2)c2ccccc2n1C,-8,-3,4,22,1,3,-0.5,-1,-3,-2
NNc1nc(C(F)(F)F)nc2ccccc12,-54,-34,-2,6,-3,2,2.1,-5,-1,-2
COc1ccc(CCNC(=O)C2CCCN(C(=O)N(C)C)C2)c(OC)c1 (centres undefined),-15,12,-7,11,2,1,0.3,10,1,0
CSc1ccc(/C=C2\C(=N)N3N=C(CC(=O)N4CCCCC4)SC3=NC2=O)cc1,-2,8,5,21,-10,1,-0.2,2,-7,-4
CC(C)n1nnc2c(=O)oc3ccccc3c21,-17,18,-13,43,-5,-1,0.0,1,-2,6
Cc1nn(CCC(=O)Nc2cccc(C#N)c2)c(C)c1S(=O)(=O)N1CCCCC1,-9,21,8,18,2,-4,-0.1,-13,-3,-5

Screens as filed in PubChem BioAssay.
